Compound activity (PubChem BioAssay)
FBW7 act – human FBW7 E3 ligase activation, primary screen; Q969H0; AlphaScreen FBW7–phospho-cyclin E peptide binding, activator screen; normalized activity (activation), % at 26.1 µM; 650,000 compounds, 0.13% hits; AID 1259310; in the data active = normalized activity above about 1.9%;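 note: purified mutant Fbw7 with reduced substrate affinity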
MITF primary – human MITF inhibition, primary screen | O75030 | AlphaScreen MITF homodimerization, bead proximity signal | inhibition, % at 2.6 µM | 650,000 compounds, 0.91% hits | AID 1259374; in the data active = inhibition above about 50%;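 note: 0% = vehicle wells with protein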
Target sequence (O75030 whole entry, looked up): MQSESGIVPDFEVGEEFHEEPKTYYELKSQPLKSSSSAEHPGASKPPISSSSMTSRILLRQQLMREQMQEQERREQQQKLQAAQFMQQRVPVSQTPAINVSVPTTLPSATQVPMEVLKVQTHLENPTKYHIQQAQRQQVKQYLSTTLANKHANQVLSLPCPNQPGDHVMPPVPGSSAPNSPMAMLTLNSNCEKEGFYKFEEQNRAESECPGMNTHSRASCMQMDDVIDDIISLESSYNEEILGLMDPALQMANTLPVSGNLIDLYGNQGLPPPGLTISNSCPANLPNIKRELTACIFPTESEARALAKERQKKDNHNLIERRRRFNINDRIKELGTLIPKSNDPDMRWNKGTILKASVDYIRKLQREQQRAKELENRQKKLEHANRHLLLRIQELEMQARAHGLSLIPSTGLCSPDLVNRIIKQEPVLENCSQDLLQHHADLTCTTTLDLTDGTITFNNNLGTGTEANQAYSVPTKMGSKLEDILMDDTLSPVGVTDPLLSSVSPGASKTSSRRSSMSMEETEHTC
TEAD-YAP block – TEAD-YAP interaction inhibition; HEK-TIYL cells, TEAD-Gal4/YAP UAS-luciferase luminescence; AID 1259422; inhibition, % at 9.12 µM; 640,000 compounds, 1.4% hits; in the data active = inhibition above about 32%;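 note: 0% = median of test compound wells and 100% = reference inhibitor wells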
GPR151 activ – activates the human receptor GPR151; activation, % at 11.2 µM; PathHunter beta-arrestin GPR151 cells, luminescence; 650,000 compounds, 1% hits; Q8TDV0; in the data active = activation above about 4.9%;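 note: 0% = median of compound wells and 100% = cells with positive control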
Target sequence (Q8TDV0 whole entry, looked up): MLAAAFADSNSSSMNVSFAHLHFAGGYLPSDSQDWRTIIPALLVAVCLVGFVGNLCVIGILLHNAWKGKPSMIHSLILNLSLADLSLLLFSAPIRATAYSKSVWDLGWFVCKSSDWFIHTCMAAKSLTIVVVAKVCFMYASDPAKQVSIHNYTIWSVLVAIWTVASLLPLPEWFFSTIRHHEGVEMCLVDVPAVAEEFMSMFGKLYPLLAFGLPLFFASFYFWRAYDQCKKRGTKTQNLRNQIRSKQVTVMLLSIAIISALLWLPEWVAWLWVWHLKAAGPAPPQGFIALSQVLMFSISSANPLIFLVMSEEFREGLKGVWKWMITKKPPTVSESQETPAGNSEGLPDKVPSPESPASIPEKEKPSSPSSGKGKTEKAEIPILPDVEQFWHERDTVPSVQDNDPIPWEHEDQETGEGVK
An asterisk follows results filed as active.

entry | SMILES | FBW7 act | MITF primary | TEAD-YAP block | GPR151 activ
1 | CCC(O)CNC(=O)CCc1nnc(C2(c3ccc(Cl)cc3)CCC2)o1 (centres undefined) | 0.2 | 3 | -7 | -1.3
2 | CCOC(=O)COc1ccccc1C(C)=O | 1.0 | 10 | 2 | -1.2
3 | CCOCc1cc(CN2CCN(Cc3ccccc3OCC)C(CCO)C2)ccc1OC (centres undefined) | 0.2 | -4 | -8 | 1.2
4 | Cc1cccc(N(C)S(=O)(=O)c2ccc3c(c2)n(C)c(=O)c(=O)n3C)c1 | -0.3 | 13 | -1 | 0.4
5 | CN1CCN(C(=O)c2cc(-c3cccs3)n(CC(=O)NCc3ccc(F)cc3)n2)CC1 | -0.1 | -3 | 20 | 2.0
6 | CC1(C)CC(NC(=O)c2ccc(Br)o2)CC(C)(C)N1 | 1.0 | 2 | -14 | 0.1
7 | COc1ccccc1CNC(=O)CCS(=O)(=O)c1cccc2nonc12 | -0.1 | 4 | 0 | -1.0
8 | CCOC(=O)CCc1c(C)nc(-n2[nH]c(C)c(CCO)c2=O)[nH]c1=O | -0.2 | 15 | -6 | -1.0
9 | CCC(C)(C#CCN1CCCC1)OCCC#N (centres undefined) | 0.2 | 13 | 5 | 0.5
10 | Cn1c(N)c(C(=O)CN2C(=O)C(=O)N(C3CCCC3)C2=O)c(=O)n(C)c1=O | -0.2 | 7 | 5 | -0.8
11 | CCOC(=O)CNC(=O)C(NC(=O)c1ccc(C23CC4CC(CC(C4)C2)C3)cc1)C(C)C (centres undefined) | 0.0 | 4 | 0 | -0.2
12 | CCOC(=O)CSc1cc(NCCCOC(C)=O)c([N+](=O)[O-])c2nonc12 | 0.0 | 3 | -14 | 0.5
13 | CCCC(C(=O)NC1CCCC1)N1CC23C=CC(O2)C(C(=O)Nc2cc(C)on2)C3C1=O (centres undefined) | 0.2 | 9 | 12 | -0.5
14 | CC(C)(C)NC(=O)c1ccc(NC(=O)C2COc3ccccc3O2)cc1 (centres undefined) | -0.1 | -1 | 9 | 0.0
15 | COC(=O)c1ccccc1NC(=O)NCc1ccccn1 | -0.3 | -6 | 6 | 0.6
16 | CC1C2NC(=S)NC1(C)Oc1ccc(Br)cc12 (centres undefined) | 0.1 | 1 | -2 | 0.3
17 | Cc1cc(Cl)ccc1OCC(=O)Nc1ccc(NC(=O)c2cccs2)cc1 | 0.1 | 17 | 12 | -1.3
18 | Cc1ccccc1C(=O)Nc1nc2ccc([N+](=O)[O-])cc2s1 | 0.1 | -14 | -8 | -2.0
19 | Cc1cccc(NC(=O)c2ccccc2I)c1 | 0.0 | -5 | -12 | -1.2
20 | O=C(O)C1Cc2c([nH]c3ccccc23)C(CCc2ccccc2)N1 (centres undefined) | 0.1 | 3 | 13 | 0.7
21 | COc1ccccc1N=C1NC(=O)C([N+](=O)[O-])C(=O)N1 (centres undefined) | -0.3 | 2 | -4 | -1.2
22 | CN(C)CCOc1cc(-c2cn[nH]c2)ccc1NC(=O)[C@@H]1Cc2ccccc2C(=O)N1 | 0.1 | -7 | 2 | -1.0
23 | O=C(CCCn1c2ccccc2c(=O)c2ccccc21)Nc1ccc2c(c1)CCC2 | -0.2 | -5 | 4 | -0.4
24 | CCN1C(=O)c2ccccc2S(=O)(=O)c2ccc(C(=O)N(C)Cc3ccccc3)cc21 | 0.1 | 18 | 1 | 0.7
25 | Brc1ccc(-n2cc(-c3ccccc3)c3c(NCc4ccccn4)ncnc32)cc1 | 0.1 | 8 | 4 | 1.2
26 | Cc1ccc(S(=O)(=O)N/N=C/c2cn(-c3ccc([N+](=O)[O-])cc3)nc2C)cc1 | 0.0 | 6 | -7 | -0.7
27 | C=CCn1c(N2CCOCC2)cc(=O)n(C)c1=O | 0.1 | -1 | -5 | 0.6
28 | CC1CC(Nc2ccccc2)c2ccccc2N1C(=O)c1cccc(Br)c1 (centres undefined) | 0.0 | 12 | -10 | 0.0
29 | Cc1ccccc1NC(=O)N1CCC(CN2CCCC2)CC1 | -0.2 | 1 | 2 | 4.5
30 | COc1ccc(OCC(=O)Nc2cccc(C(C)=O)c2)cc1 | 0.0 | -13 | -5 | -0.8
31 | CC(=O)c1c(C(C)=O)c(C)n(-c2ccc(C)cc2C)c1C | -0.1 | -21 | -6 | -0.7
32 | Clc1ccc(OCCN2CCC(c3nc(-c4cccnc4)no3)CC2)cc1 | 0.2 | 13 | 10 | 0.9
33 | CCC(Sc1nc2cc(OC)c(OC)cc2c(=O)n1CCc1ccc(S(N)(=O)=O)cc1)C(=O)Nc1ccc(C)c(Cl)c1 (centres undefined) | -0.1 | -7 | -9 | -0.7
34 | Clc1ccccc1-c1cnc2ccc(NCc3ccc4c(c3)OCO4)nn12 | -0.5 | -20 | -1 | 1.8
35 | CC(=O)NC1(c2ccc(F)cc2)CCN(Cc2ccccn2)CC1 | -0.2 | 4 | -1 | -0.4
36 | c1ccc2c(c1)CCN(c1cc(NCc3nc4ccccc4[nH]3)ncn1)C2 | 0.5 | 0 | -7 | -2.8
37 | O=C(NCCc1nnc2n1CCN(Cc1ccccc1-c1ccco1)CC2)C1CCCO1 (centres undefined) | -0.1 | 13 | 1 | 7.1*
38 | Cc1ccc(/C=C/C(=O)c2ccc(O)cc2)cc1 | -0.1 | -1 | 47* | -2.3
39 | Cc1c(NC(=O)CCN2C(=O)c3ccccc3C2=O)c(=O)n(-c2ccccc2)n1C | 0.0 | 5 | 8 | 0.5
40 | CCOCCOC(=O)C1=C(C)NC2=C(C(=O)CC(c3ccccc3)C2)C1c1ccccc1OCC (centres undefined) | 0.0 | 6 | 6 | -0.8
41 | COc1cc(CN2CCN(C(=O)c3ccccc3)CC2)cc(OC)c1O | -0.2 | 24 | 3 | 0.0
42 | COc1ccc(N2CCN(C(CNS(C)(=O)=O)c3ccco3)CC2)cc1 (centres undefined) | -0.2 | 1 | -6 | 1.0
43 | CCOC(=O)c1cnn(-c2nc(CC)nc3sc4c(c23)CCC4)c1N | 0.2 | 10 | 4 | -1.9
44 | C=CCNC(=O)c1cc(-c2cccs2)on1 | 0.1 | 20 | -211 | -1.5
45 | Cc1ccc(S(=O)(=O)N(C)CC(=O)N2CCc3ccccc32)cc1 | -0.2 | 8 | 3 | -0.8
46 | CC(C)C[C@H]1NC(=O)[C@H]2CN(CC3CCCCC3)CCN2C1=O | 0.1 | 7 | -6 | -0.2
47 | Cc1cc(-c2csc(N)n2)c(C)n1Cc1ccco1 | -0.2 | 11 | 1 | 0.0
48 | Cc1sc(NC(=O)Cn2c(=O)sc3ccccc32)c(C#N)c1C | -0.2 | 0 | -1 | 1.9
49 | O=C(c1ccc(NC(=S)NCc2ccc(Cl)cc2)cc1)N1CCOCC1 | -0.1 | 15 | 11 | 0.3
50 | Cc1cc(C)cc(Nc2ncnc3c2cnn3-c2ccccc2)c1 | 0.0 | -5 | 7 | -0.4
51 | Cc1ccc(-c2nc3cnccn3c2NCC2CCCO2)s1 (centres undefined) | 0.1 | -15 | -42 | -1.3
52 | CCc1ccc(NC(=O)c2cc3cccnc3n(C)c2=O)cc1 | 0.9 | 7 | -1 | -0.1
53 | Cc1nc(-c2ccc(Br)cc2)[nH]c(=O)c1C | 0.2 | 0 | 9 | 1.6
54 | CC1(C)c2ccccc2N2CCC(=O)NC21/C=C/c1cccnc1 (centres undefined) | 0.1 | 10 | 9 | 1.5
55 | COC(=O)c1ccc2c(=O)n(CCC3=CCCCC3)c(SCc3ccc(C)cc3C)nc2c1 | 0.0 | 12 | -6 | -0.6
56 | Cn1c(=O)n(C)c2cc(NC(=O)c3ncoc3-c3ccc(F)cc3)ccc21 | 0.7 | 13 | -1 | -0.4

Other entries.
entry | SMILES | FBW7 act | MITF primary | TEAD-YAP block | GPR151 activ
57 | Cc1ccc2nc(-c3ccncc3)cc(C(N)=O)c2c1 | -0.1 | -8 | -5 | 0.3
58 | COC(=O)c1ccc(NC(=O)COc2ccc(-c3ccc(C#N)cc3)cc2)cc1 | -0.1 | 13 | 6 | 1.7
59 | O=C(COc1ccc(Cl)cc1)Nc1ccc(-c2nc3ncccc3o2)cc1 | 0.0 | -7 | 5 | -0.3
60 | Cc1ccc(F)cc1S(=O)(=O)N1CCC(CO)(Cc2ccccc2)CC1 | -0.2 | -4 | -10 | 1.4
61 | OC1CCC(Nc2nc3ncnc(NCc4cccc(C(F)(F)F)c4)c3[nH]2)CC1 (centres undefined) | 0.2 | -10 | 4 | 0.7
62 | COCCCNC(NC(=O)c1ccc(OC)cc1)C(Cl)(Cl)Cl (centres undefined) | 0.2 | -7 | -6 | 0.6
63 | COc1ccc(C2SCC(=O)N2c2ccc(OC)c(Cl)c2)cc1 (centres undefined) | -0.2 | 4 | 0 | 3.2
64 | O=C(c1ccco1)N1CCCC(c2ncncc2-c2ccncc2)C1 (centres undefined) | -0.1 | 2 | -9 | 0.2
65 | COc1ccc(C2C(C(=O)N3CCN(c4ccccn4)CC3)c3ccccc3C(=O)N2C)cc1 (centres undefined) | -0.1 | 11 | 17 | 1.3
66 | CCOC(=O)C1=C(C)NC(=O)NC1c1cc(O)ccc1Br (centres undefined) | 0.1 | -4 | 11 | 0.4
67 | O=C(NCC1CCCO1)C1CC(=O)N(c2ccc(Br)cc2)C1 (centres undefined) | 0.3 | 22 | 2 | -0.2
68 | COc1cc(C(=O)O/N=C2/C(=O)N(C)c3ccccc32)cc(OC)c1OC | 0.1 | -22 | 13 | 1.6
69 | CN(Cc1nc(-c2ccccc2)no1)S(=O)(=O)c1ccc(Cl)cc1 | 0.1 | 3 | 5 | 5.5*
70 | Cc1[nH]nc(Nc2c(C)n(C)n(-c3ccccc3)c2=O)c1[N+](=O)[O-] | 0.0 | -16 | -4 | -0.7
71 | O=C(NCCC1=CCCCC1)c1ccc(NC2=NC3CS(=O)(=O)CC3S2)cc1 (centres undefined) | -0.1 | -3 | -4 | -0.3
72 | O=C(Nc1ccccn1)c1cc(-c2cccnc2)nc2ccc(Cl)cc12 | 0.7 | 2 | 0 | 4.3
73 | O=C(CCCOc1ccc(Cl)cc1Cl)Nc1ccc(Oc2ccc3ccccc3c2Br)c(Cl)c1 | -0.1 | 3 | 7 | 2.4
74 | CCCOCc1cc(CN2CCCCC2)c(O)c2ncccc12 | -1.3 | 106* | 71* | 4.2
75 | O=C(CSc1ccccc1)Nc1ccc2ncsc2c1 | 0.8 | 19 | -63 | 1.0
76 | COc1ccc(-c2cc(C(=O)Nc3ccc(NC(C)=O)cc3)ccn2)cn1 | -0.1 | 6 | 6 | -1.5
77 | CCCCC(CC)COC(=O)c1ccc(N(C)C)cc1 (centres undefined) | -0.1 | -5 | -7 | 1.7
78 | O=C(NC(=S)NC1CCN(Cc2ccccc2)CC1)c1ccc(F)cc1 | -0.2 | 1 | 0 | 1.0
79 | O=C(Nc1ccccc1)c1ccc2nsnc2c1 | -0.1 | 10 | -15 | -4.1
80 | CC(C)CN1CCc2nnc(C(NS(C)(=O)=O)C(C)C)n2CC1 (centres undefined) | -0.1 | -1 | -7 | 1.4
81 | CC(C)Cc1ccc(-c2csc(Nc3ccc(F)cc3)n2)cc1 | 0.7 | 16 | -23 | 1.0
82 | COC(=O)CCC(=O)Nc1ccc(Br)cc1 | 0.1 | -26 | -5 | -1.2
83 | Cc1noc(CNC(=O)C23CC4CC(CC(C4)C2)C3)n1 | -0.1 | 2 | -9 | 4.2
84 | NC(=O)C1CCN(c2c(-c3ccccc3)c3cc([N+](=O)[O-])ccc3[nH]c2=O)CC1 | 0.1 | 0 | 9 | 3.8
85 | COc1ccccc1CN1CCNC(=O)C1CC(=O)N1CCCC1 (centres undefined) | 0.1 | 7 | 6 | 1.0
86 | O=C(CCCOc1ccc(Cl)cc1)Nc1ccc2c(c1)OCO2 | 0.5 | 8 | -32 | -0.4
87 | O=C(CSc1nc2c(c(=O)[nH]1)CN(Cc1ccccc1)CC2)Nc1ccccc1 | 0.2 | 4 | 13 | 4.1

By substructure: the entries above containing bromine (9)
entry | SMILES | FBW7 act | MITF primary | TEAD-YAP block | GPR151 activ
6 | CC1(C)CC(NC(=O)c2ccc(Br)o2)CC(C)(C)N1 | 1.0 | 2 | -14 | 0.1
16 | CC1C2NC(=S)NC1(C)Oc1ccc(Br)cc12 (centres undefined) | 0.1 | 1 | -2 | 0.3
25 | Brc1ccc(-n2cc(-c3ccccc3)c3c(NCc4ccccn4)ncnc32)cc1 | 0.1 | 8 | 4 | 1.2
28 | CC1CC(Nc2ccccc2)c2ccccc2N1C(=O)c1cccc(Br)c1 (centres undefined) | 0.0 | 12 | -10 | 0.0
53 | Cc1nc(-c2ccc(Br)cc2)[nH]c(=O)c1C | 0.2 | 0 | 9 | 1.6
66 | CCOC(=O)C1=C(C)NC(=O)NC1c1cc(O)ccc1Br (centres undefined) | 0.1 | -4 | 11 | 0.4
67 | O=C(NCC1CCCO1)C1CC(=O)N(c2ccc(Br)cc2)C1 (centres undefined) | 0.3 | 22 | 2 | -0.2
73 | O=C(CCCOc1ccc(Cl)cc1Cl)Nc1ccc(Oc2ccc3ccccc3c2Br)c(Cl)c1 | -0.1 | 3 | 7 | 2.4
82 | COC(=O)CCC(=O)Nc1ccc(Br)cc1 | 0.1 | -26 | -5 | -1.2

One compound at a time, from the list above. Order of values: FBW7 act | MITF primary | TEAD-YAP block | GPR151 activ
CC(C)Cc1ccc(-c2csc(Nc3ccc(F)cc3)n2)cc1 as listed: 0.7 | 16 | -23 | 1.0
NC(=O)C1CCN(c2c(-c3ccccc3)c3cc([N+](=O)[O-])ccc3[nH]c2=O)CC1 as listed: 0.1 | 0 | 9 | 3.8
O=C(CCCOc1ccc(Cl)cc1)Nc1ccc2c(c1)OCO2 as listed: 0.5 | 8 | -32 | -0.4
